HT1080 IDH1KD tx: qHTS for induction of synthetic lethality in tumor cells producing 2HG: qHTS for the HT-1080-IDH1KD cell line; HT-1080 IDH1 knockdown viability, ATP luminescence, 48 h; Potency, µM (titrated, usually from 46.1 µM), for inactives: top-dose activity, negative = toxicity, usual class: cytotoxic; 2% of 360,000 active; AID 686971, 2013;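 further: potency means the concentration at half of the fitted maximal effect; 0% = DMSO wells and -100% = cell-free medium wells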
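Using the IDH1-knockdown HT-1080 line run in the same batch and compound series as the NT line, viability after 48 h at 37 °C was determined by CellTiter-Glo luminescence and expressed as % activity.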
KB-3-1 cytotox: qHTS assay for MDR1-selective chemotherapeutics: Primary screen using the parental adenocarcinoma cell KB-3-1 | KB-3-1 viability, CellTiter-Glo ATP luminescence, 72 h | Potency, µM (series often up to 46.1 µM), inactives show top-dose activity change, negative = cytotoxic, most hits filed as cytotoxic | 1.4% of 400,000 active; further: potency means the concentration at half of the fitted maximal effect; on the % scale 0 is the no-effect control and ±100 the full control effect; nearly all actives have a fitted effect of over 60% in size
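Screening of KB-3-1 cells (DMEM, 10% FBS, phenol-red free) ran from lowest to highest compound concentration; after 72 h at 37 °C viability was read luminescently and curves fitted.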
SW480 rerep: A quantitative high throughput screen for small molecules that induce DNA re-replication in SW480 colon adenocarcinoma cells; SW480 DNA re-replication, Hoechst DNA content imaging, 48 h; Potency, µM (titrated, usually from 46.1 µM), without a hit: top-dose re-replication activation, actives largely listed as activators; 1.8% of 340,000 active; AID 624297, 2012; further: potency means the concentration at half of the fitted maximal effect; % of control where 0% means no effect; nearly all actives have a fitted effect of over 55% in size
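SW480 cells exposed to compounds for 48 hr at 37 C, 5% CO2, then Hoechst-stained 40 min. Nuclear DNA content imaged by fluorescence scanning (405 nm excitation, 500-530 nm emission); re-replication scored as increased high-intensity nuclei.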
HT1080NT lethal: qHTS for induction of synthetic lethality in tumor cells producing 2HG: qHTS for the HT-1080-NT fibrosarcoma cell line; HT-1080-NT fibrosarcoma viability, CellTiter-Glo ATP luminescence, 48 h; Potency, µM (highest dose often 46.1 µM), for inactives: top-dose activity, negative = less viability, most hits filed as cytotoxic; 1.6% of 360,000 active; AID 686970, 2013;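 further: NT is the 2HG producing partner of a matched IDH1 knockdown line; potency means the concentration at half of the fitted maximal effect; 0% = DMSO-treated cells and -100% = media-only wells without cells; nearly all actives have a fitted effect of over 55% in size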
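Read-out is CellTiter-Glo luminescence after 10 minutes at room temperature, following 48 hours' compound treatment of HT-1080-NT cells (750 cells/well, RPMI, 5% FBS, 37 degrees C).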
HEK293 tox: qHTS of GLP-1 Receptor Inverse Agonists: Cytotox Screen; HEK293 cAMP-luciferase reporter cells, luminescence, 24 h; Potency, µM (top dose mostly 38.3 µM), for the others: top-dose activity change, negative = inhibition, actives largely listed as inhibitors; 0.13% of 410,000 active; AID 624418, 2012;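 further: loss of luciferase light is scored as toxicity; potency means the concentration at half of the fitted maximal effect; on the % scale 0 is the no-effect control and ±100 the full control effect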
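MLSMR compounds, 24 hr on cells at 37 deg C/5% CO2; luminescence after luciferase reagent (12 min RT). Inhibition counted as the undesired cytotoxic outcome.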
KB-V1 cytotox: qHTS assay for MDR1-selective chemotherapeutics: Primary screen using the drug-selected MDR subline cells KB-V1 | KB-V1 MDR cells viability, CellTiter-Glo, 72 h | 3.4% of 400,000 active | Potency, µM (series often up to 46.1 µM), inactives show at the top dose activity change, negative = cytotoxicity, actives largely listed as cytotoxic; further: potency means the concentration at half of the fitted maximal effect; on the % scale 0 is the no-effect control and ±100 the full control effect; nearly all actives have a fitted effect of over 60% in size
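Readout: CellTiter-Glo luminescence, 10 min after addition. Cells: KB-V1 MDR subline, 72 h at 37 degrees C with compound. Analysis: corrected, normalized data fitted to concentration-effect curves.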
DRD3 agonist: qHTS of D3 Dopamine Receptor Agonist: qHTS; D(3) dopamine receptor (Homo sapiens), P35462; AID 652048, 2013; max activation, %; D3R DiscoveRx beta-arrestin cells, luminescence, 90 min; 0.58% of 410,000 active; in the data active means max activation above about 30%; further: 0% is about no effect; mostly tested at two doses, the higher about 12 µM
Target sequence (P35462 whole entry, looked up): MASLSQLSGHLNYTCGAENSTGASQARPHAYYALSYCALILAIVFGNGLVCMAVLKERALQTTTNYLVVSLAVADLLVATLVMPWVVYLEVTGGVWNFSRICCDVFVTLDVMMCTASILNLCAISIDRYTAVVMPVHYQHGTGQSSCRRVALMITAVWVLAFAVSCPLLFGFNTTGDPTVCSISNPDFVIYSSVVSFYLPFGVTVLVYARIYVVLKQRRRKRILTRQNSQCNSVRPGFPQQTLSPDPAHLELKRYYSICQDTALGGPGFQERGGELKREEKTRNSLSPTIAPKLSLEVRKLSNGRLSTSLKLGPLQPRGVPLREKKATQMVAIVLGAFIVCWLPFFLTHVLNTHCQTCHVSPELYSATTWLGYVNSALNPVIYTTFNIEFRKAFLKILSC
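Agonist-mode cell screen: cells plated at 1500/well and incubated overnight at 37 °C, then exposed to library compounds for 90 min at 37 °C. Detection reagent was added for 30–60 min at room temperature, and luminescence was read.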
MCF10A rereplic: A quantitative high throughput screen for small molecules that induce DNA re-replication in MCF 10a normal breast cells. MCF 10A DNA re-replication, Hoechst nuclear intensity, 48 h. Potency, µM (top dose mostly 46.1 µM), for the others: at the top dose activity, positive = re-replication, usual class: activators. 2.9% of 350,000 active. AID 624296, 2012; further: potency means the concentration at half of the fitted maximal effect; % of control where 0% means no effect; nearly all actives have a fitted effect of over 50% in size
IL-1B inflam inh: qHTS for Inhibitors of Inflammasome Signaling: IL-1-beta AlphaLISA Primary Screen; activity change, % at 57.5 µM; 4.7% of 360,000 active; THP-1 LPS/ATP IL-1B secretion, AlphaLISA, 16 h; hits give low values; in the data active means activity change below about -50%; inconclusive means mostly about -30% to -49%; further: on the % scale 0 is the no-effect control and ±100 the full control effect
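THP-1 cells pretreated 1 hr with compounds (up to 57.5 uM final), then stimulated with LPS (250 ng/mL final) plus ATP (1.25 mM final); secreted IL-1B measured by AlphaLISA after 16 hr, decreased signal indicating inhibition.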
An asterisk follows results filed as active; ? = inconclusive; · = not tested or not shown; & = joins results of further samples; [ ] = dose if it differs, or a comment. Unless noted, the call rests on the fitted dose curve; in most records, active means well fitted curve in the direction sought with a large enough effect; inconclusive means small, poorly fitted or top-dose-only effect, or another doubt; inactive means no such curve, though single readings can be large; an effect the other way counts as inactive or inconclusive. Compounds were not picked by outcome; overall some 11% were active at least once.

SMILES	HT1080 IDH1KD tx	KB-3-1 cytotox	SW480 rerep	HT1080NT lethal	HEK293 tox	KB-V1 cytotox	DRD3 agonist	MCF10A rereplic	IL-1B inflam inh
O=C(O)C1Oc2ccccc2C1c1ccccc1 (configuration not stated)	12%	4%	2%	12%	1%	18%	2	-2%	13
C[C@]12C[C@H](O)[C@@H]3c4ccc(O)cc4CCC3[C@@H]1CCC2=O (some centres not stated)	9%	4%	-12%	5%	3%	-11%	6	-1%	20
COc1ccc(-n2c(C)c3c(C)nnc(C)c3c2C)cc1OC	-3%	-4%	·	-1%	-17%	19%	5	·	23
C=CCOC(=O)C1=C(C)NC(=O)NC1c1cc2c(cc1Br)OCO2 (configuration not stated)	7%	10%	-2%	4%	-4%	-4%	1	?	-12
CCn1c(=O)c(C(=O)CN(C)Cc2cccc(OC)c2OC)c(N)n(Cc2ccccc2)c1=O	8%	-5%	30%	?	-19%	1%	-2	-2%	24
Cc1ccc(S(=O)(=O)CC(=O)c2ccc([N+](=O)[O-])cc2)cc1	0%	-5%	-9%	0%	2%	5%	0	4%	2
Cc1ccc(NC(=O)Cc2c[nH]c3ccccc23)cc1S(=O)(=O)N1CCCCCC1	-6%	15%	1%	-8%	6%	15%	-12	1%	23
Cc1c(CNCCc2ccc(Cl)cc2)c(C(=O)O)c(C)n1Cc1ccccc1	-5%	-1%	16%	-3%	-32%	?	-4	0%	-3
CC(=O)Nc1ccc(NC(=S)Nc2ccc(F)cc2)cc1	12%	-9%	-4%	6%	6%	2%	4	-14%	-9
O=C(CCc1ccccc1)Nc1ccncc1	4%	?	4%	3%	7%	?	-2	1%	0
C/C(=C/C(=O)N1CCc2ccccc21)C(=O)O	9%	10%	1%	-2%	-4%	?	3	-5%	33
CCN(CC)S(=O)(=O)c1cccc(-c2nnc(SCc3nnc(-c4cccs4)o3)n2N)c1	-13%	16%	1%	3%	3%	2%	0	10%	24
CCOc1ccccc1NC(=O)Cn1ncc2ccc([N+](=O)[O-])cc21	-12%	0%	-3%	-3%	-10%	-1%	-17	2%	11
C=C(C)C(O)COc1c2occc2c(OC)c2ccc(=O)oc12 (configuration not stated)	7%	16%	-18%	3%	-10%	4%	0	16%	-19
OC(c1ccco1)c1nc(-c2cccs2)cs1 (configuration not stated)	-15%	0%	·	-16%	-7%	5%	0	·	26
Cc1ccc(NC(=O)NNC(=O)c2cc3ccccc3cc2O)cc1C	4%	7%	-16%	-1%	3%	?	-4	-13%	9
CC(C)(CC(=O)OCC(=O)Nc1ccccc1F)CC1=NS(=O)(=O)c2ccccc2N1	-4%	-14%&0%	7%	1%	2%&2%	-2%&-3%	5&3	2%	0
COc1ccc(C(=O)NCCn2cc(SCC(=O)N3CCOCC3)c3ccccc32)cc1	-3%	0%	-2%[9.22 µM]	-1%	-17%	-9%	2	0%	3
COc1ccc(-c2noc(CN(C(=O)c3ccc4c(c3)OCO4)C(C)C)n2)cc1OC	2%	-2%	-6%	-5%	2%	?	-6	-1%	-19
CN(C)S(=O)(=O)c1ccc(-c2cn3ccccc3n2)cc1	?	-3%	-2%	?	-9%	16µM*	0	4%	8
COC(=O)CN1C(=O)C(O)(CC(=O)c2ccc(Br)cc2)c2ccccc21 (configuration not stated)	4%	17%	0%	6%	-19%	3%	0	9%	12
O=C(NCc1cccc2[nH]ccc12)C1CCC(=O)N(CCc2ccccc2)C1 (configuration not stated)	11%	12%	2%	-1%	0%	2%	2	1%	22
CCc1nnc(NC(=O)CCC(=O)O)s1	4%	11%	-14%	6%	7%	0%	4	-1%	9
Cc1[nH]n(-c2ccccc2)c(=O)c1N=Nc1c(Cl)cccc1Cl	3%	1%	-1%	4%	2%	-7%	-9	-9%	24
Cn1c(=N)n(CC(=O)c2ccc(F)cc2)c2ccccc21	-17%	-20%	-3%	-16%	10%	-5%	-16	-2%	2
(list continues)
SMILES	HT1080 IDH1KD tx	KB-3-1 cytotox	SW480 rerep	HT1080NT lethal	HEK293 tox	KB-V1 cytotox	DRD3 agonist	MCF10A rereplic	IL-1B inflam inh
CCn1c(-c2cc(Br)cc(OC)c2O)nc2cc(S(=O)(=O)N(C)C)ccc21	?	-22%	-7%	-2%	-5%	?	37*	-4%	13
COc1cccc(-c2nc(N3CCC(C)CC3)c3ccccc3n2)c1O	?	-21%	0%	?	-8%	16µM*	1	23%	13
Cc1cccc(C(=O)Nc2cccc(-c3ccc4nncn4n3)c2)c1	-26%	-3%	-11%	0%	-9%	-9%	3	0%	42
CC(C)CC(=O)OCC(=O)Nc1ccccc1Sc1ccccc1	12%	0%	-3%	15%	-1%	?	-2	1%	11
CCCc1ccc(S(=O)(=O)N2CCN(C(=O)c3cc(C)on3)CC2)cc1	-1%	-18%	·	1%	-15%	?	0	·	22
CCC(C(=O)NC(CC(=O)O)c1ccc(Cl)cc1)c1ccccc1 (configuration not stated)	2%	11%	-20%	3%	-7%	13%	4	-1%	0
CCc1cccc(C)c1NC(=O)CNCc1ccccc1	20%	25%	-2%	11%	20%	7%	9	11%	10
O=C(NCCCN1CCN(c2ccccc2)CC1)Nc1ccccc1C(F)(F)F	3%[9.24 µM]	-3%	-4%	1%	-14%	-29%	30*	5%	-4
CCCCCc1ccc(-c2ccc(/C=C/C(=O)O)cc2)nc1	11%	6%	-4%	7%	1%	-9%	-17	?	4
Cc1ccc(-c2nc(CS(=O)CC(=O)NCCCN3CC(C)CC(C)C3)c(C)o2)cc1 (configuration not stated)	-10%	-3%	-1%	-5%	-3%	3%	-11	-3%	-17
O=C(NCCc1ccccn1)c1cccnc1Oc1ccc(Cl)cc1	13%	1%	-5%	-22%	-1%	-16%	5	-1%	-27
CCOC(=O)c1cnc2ccc(Cl)cc2c1Nc1ccc(N2CCOCC2)cc1	·	6%	·	·	4%	-19%	19	·	·
CCOc1nc(N2CCCCC2)nc(-n2cc(-c3ccccc3)nn2)n1	23%	13%	-4%	21%	-13%	-8%	5	-1%	·
COc1c(F)c(F)c(-c2csc(N)n2)c(F)c1F	7%	12%	5%	22%	2%	1%	-2	7%	-14
O=C(OC1CC2CC1[C@H]1CCCCN1C2=O)N1CCN(S(=O)(=O)c2ccccc2)CC1 (some centres not stated)	7%	8%	·	18%	-2%	-1%	2	·	36
COc1cc(NC(=O)COC(=O)C2CC(O)CN2S(=O)(=O)c2ccc(Cl)cc2)c(C)cc1[N+](=O)[O-] (configuration not stated)	9%	6%	3%	21%	-14%	12%	2	9%	22
CCCn1c(NCc2ccc(C)o2)nc2ccccc21	-11%	-5%	?	-10%	36%[activator]	?	-27	?	-4
CCOc1ccc(CNS(=O)(=O)c2ccc3[nH]c(=O)ccc3c2)cc1	·	-3%	·	·	8%	?	1	·	·
CN1CCNC(=O)C1CC(=O)NCCc1ccccc1F (configuration not stated)	-4%	0%	1%	-2%	-11%	8%	16	-1%	1
COc1ccc(-c2coc3cc(O)cc(O)c3c2=O)cc1	-5%	0%	9%&6%	-6%	12%	-2%	11	?	-3
CCOC(=O)c1c(C)[nH]c(C(=O)OCc2nc3ccsc3c(=O)[nH]2)c1C	6%	-9%	·	-1%	2%	-15%	5	·	9
COc1nc(N/N=C/c2cc3c(cc2Br)OCO3)nc(N2CCOCC2)n1	-13%	-2%	?	-5%	5%	?	0	?	?

Random excerpt: 5 compounds from above.
SMILES	HT1080 IDH1KD tx	KB-3-1 cytotox	SW480 rerep	HT1080NT lethal	HEK293 tox	KB-V1 cytotox	DRD3 agonist	MCF10A rereplic	IL-1B inflam inh
CCc1cccc(C)c1NC(=O)CNCc1ccccc1	20%	25%	-2%	11%	20%	7%	9	11%	10
COc1cc(NC(=O)COC(=O)C2CC(O)CN2S(=O)(=O)c2ccc(Cl)cc2)c(C)cc1[N+](=O)[O-] (configuration not stated)	9%	6%	3%	21%	-14%	12%	2	9%	22
CCOc1ccc(CNS(=O)(=O)c2ccc3[nH]c(=O)ccc3c2)cc1	·	-3%	·	·	8%	?	1	·	·
COc1c(F)c(F)c(-c2csc(N)n2)c(F)c1F	7%	12%	5%	22%	2%	1%	-2	7%	-14
CCCCCc1ccc(-c2ccc(/C=C/C(=O)O)cc2)nc1	11%	6%	-4%	7%	1%	-9%	-17	?	4

Profiles, quoted from the list. Order of screens: HT1080 IDH1KD tx, KB-3-1 cytotox, SW480 rerep, HT1080NT lethal, HEK293 tox, KB-V1 cytotox, DRD3 agonist, MCF10A rereplic, IL-1B inflam inh
Shown for COc1ccc(-c2coc3cc(O)cc(O)c3c2=O)cc1 = -5%, 0%, 9%&6%, -6%, 12%, -2%, 11, ?, -3
Shown for CCC(C(=O)NC(CC(=O)O)c1ccc(Cl)cc1)c1ccccc1 (configuration not stated) = 2%, 11%, -20%, 3%, -7%, 13%, 4, -1%, 0
